Screening data (PubChem)
HT1080NT lethal = kills 2HG-producing HT-1080-NT fibrosarcoma cells; 1.6% of 360,000 active; HT-1080-NT fibrosarcoma viability, CellTiter-Glo ATP luminescence, 48 h; AID 686970; Potency, µM (titrated, usually from 46.1 µM), without a hit: top-dose activity, negative = less viability, most hits filed as cytotoxic;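 also: NT is the 2HG producing partner of a matched IDH1 knockdown line; potency is read from the fitted curve at half-maximal effect; 0% = DMSO-treated cells and -100% = media-only wells without cells; nearly all actives have a fitted effect of over 55% in size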
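Fibrosarcoma NT cells, 750 per well in 5% FBS RPMI, were exposed to compound for 48 hours. Viability: CellTiter-Glo luminescence.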
KB-3-1 cytotox = KB-3-1 parental cell cytotoxicity. Potency, µM (top dose mostly 46.1 µM), without a hit: top-dose activity change, negative = cytotoxic, hits mostly cytotoxic. 1.4% of 400,000 active. KB-3-1 viability, CellTiter-Glo ATP luminescence, 72 h; also: potency is read from the fitted curve at half-maximal effect; % is scaled to controls: 0 for no effect and ±100 for the full control effect; nearly all actives have a fitted effect of over 60% in size
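Multi-concentration cytotoxicity screen in KB-3-1 cells grown in DMEM lacking phenol red with 10% FBS. After 72 h at 37 °C with compound, ATP-dependent luminescence was recorded.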
IL1B secr inh = inflammasome signaling inhibition, IL-1 beta readout; 4.7% of 360,000 active; THP-1 LPS/ATP IL-1B secretion, AlphaLISA, 16 h; stronger effect = lower value; AID 743279; activity change, % at 57.5 µM; in the data active = activity change below about -50%; inconclusive = mostly about -30% to -49%; also: % is scaled to controls: 0 for no effect and ±100 for the full control effect
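Secreted IL-1B measured by AlphaLISA bead assay after 16 h compound exposure of THP-1 cells; compounds (final up to 57.5 uM) added 1 h before LPS (250 ng/mL) and ATP (1.25 mM) stimulation; lower signal means less secretion.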
D3 ag = D3 dopamine receptor (human) agonism; P35462; D3R DiscoveRx beta-arrestin cells, luminescence, 90 min; max activation, %; 0.58% of 410,000 active; in the data active = max activation above about 30%; also: 0% is about no effect; mostly tested at two doses, the higher about 12 µM
Target sequence (P35462 whole entry, looked up): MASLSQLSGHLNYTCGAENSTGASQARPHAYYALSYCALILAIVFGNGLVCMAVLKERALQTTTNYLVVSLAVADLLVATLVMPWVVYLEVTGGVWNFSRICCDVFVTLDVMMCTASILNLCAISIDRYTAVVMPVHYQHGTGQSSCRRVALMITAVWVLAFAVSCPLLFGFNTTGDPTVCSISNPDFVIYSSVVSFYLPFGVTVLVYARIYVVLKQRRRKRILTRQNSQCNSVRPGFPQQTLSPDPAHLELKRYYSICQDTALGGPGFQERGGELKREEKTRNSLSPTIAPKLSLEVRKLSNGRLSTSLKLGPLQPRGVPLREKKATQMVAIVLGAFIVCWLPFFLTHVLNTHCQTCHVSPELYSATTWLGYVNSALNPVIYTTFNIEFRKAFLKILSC
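Agonist-mode cell screen: cells plated at 1500/well and incubated overnight at 37 °C, then exposed to library compounds for 90 min at 37 °C. Detection reagent was added for 30–60 min at room temperature, and luminescence was read.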
D3 antag = antagonists of human D3 dopamine receptor. max response, negative = inhibition, %. P35462. D3R cells, DiscoveRx beta-arrestin luminescence, antagonist mode; stronger effect = lower value. 2.5% of 360,000 active; in the data active = max response below about -50%; inconclusive = no clear call, values can overlap the other calls; also: % is scaled to controls: 0 for no effect and ±100 for the full control effect; mostly tested at two doses, the higher about 12 µM
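Cells expressing the human receptor were seeded at 1500 cells/well, incubated overnight at 37 degrees C in 5% CO2, then exposed to library compounds with dopamine controls for 90 minutes at 37 degrees C before luminescent detection.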
KB-V1 MDR tox = kills drug-selected multidrug resistant KB-V1 cells; KB-V1 MDR cells viability, CellTiter-Glo, 72 h; Potency, µM (doses to about 46.1 µM), for the others: at the highest dose activity change, negative = cytotoxicity, actives largely listed as cytotoxic; 3.4% of 400,000 active; AID 1347076; also: potency is read from the fitted curve at half-maximal effect; % is scaled to controls: 0 for no effect and ±100 for the full control effect; nearly all actives have a fitted effect of over 60% in size
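KB-V1 cells (P-gp-expressing MDR subline of KB-3-1) in phenol-red-free DMEM with 10% FBS were exposed to library compounds over a concentration series for 72 h at 37 degrees C. Viability read by CellTiter-Glo luminescence; concentration-effect curves fitted after normalization.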
HT1080 IDH1KD tx = toxicity to HT-1080 IDH1 knockdown cells (counter line). HT-1080 IDH1 knockdown viability, ATP luminescence, 48 h. Potency, µM (series often up to 46.1 µM), for the others: at the top dose activity, negative = toxicity, usual class: cytotoxic. 2% of 360,000 active;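 also: potency is read from the fitted curve at half-maximal effect; 0% = DMSO wells and -100% = cell-free medium wells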
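Cytotoxicity counter-line: IDH1KD HT-1080, 48 h, CellTiter-Glo. Curves classed by r2, magnitude and activity.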
GLP-1R agonist = activates the human GLP-1 receptor; HEK293 GLP-1R CRE-luciferase, luminescence, 4-6 h; cells express a hypersensitive GLP-1R form; Potency, µM (series often up to 45.6 µM), for the others: at the highest dose activation, hits mostly activators; 0.007% of 380,000 active; AID 624172; also: potency is read from the fitted curve at half-maximal effect; % of control where 0% means no effect
Target sequence (P43220 whole entry, looked up): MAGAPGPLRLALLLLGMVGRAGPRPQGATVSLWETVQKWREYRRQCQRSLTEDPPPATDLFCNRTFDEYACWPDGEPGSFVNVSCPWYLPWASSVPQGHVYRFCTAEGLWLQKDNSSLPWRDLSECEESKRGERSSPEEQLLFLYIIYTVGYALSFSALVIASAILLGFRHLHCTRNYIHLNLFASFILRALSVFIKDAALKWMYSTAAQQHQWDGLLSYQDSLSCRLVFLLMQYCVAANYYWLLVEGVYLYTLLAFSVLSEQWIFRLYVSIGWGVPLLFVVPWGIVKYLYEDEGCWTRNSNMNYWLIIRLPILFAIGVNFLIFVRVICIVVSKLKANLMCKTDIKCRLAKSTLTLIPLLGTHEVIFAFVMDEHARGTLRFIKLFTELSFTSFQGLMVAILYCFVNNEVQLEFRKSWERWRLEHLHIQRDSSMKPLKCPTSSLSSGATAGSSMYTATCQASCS
SW480 rereplic = inducers of DNA re-replication in SW480 colon cancer cells; SW480 DNA re-replication, Hoechst DNA content imaging, 48 h; Potency, µM (titrated, usually from 46.1 µM), without a hit: at the top dose re-replication activation, actives largely listed as activators; 1.8% of 340,000 active; AID 624297; also: potency is read from the fitted curve at half-maximal effect; % of control where 0% means no effect; nearly all actives have a fitted effect of over 55% in size
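250 cells/well; 23 nL cpd via pin tool; 48 hr, 37 C, 5% CO2; Hoechst 40 min; imager read of total nuclear intensity, ex 405/em 500-530 nm.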
Starred values were filed as active, the others as inactive; ? = inconclusive; / = no result given; & = joins results of further samples; [ ] = remark or other dose. Unless noted, calls follow the shape of the dose curve; as a rule, active = well fitted curve in the direction sought with a large enough effect; inconclusive = small, poorly fitted or top-dose-only effect, or another doubt; inactive = no such curve, though single readings can be large; an effect the other way counts as inactive or inconclusive.

SMILES	HT1080NT lethal	KB-3-1 cytotox	IL1B secr inh	D3 ag	D3 antag	KB-V1 MDR tox	HT1080 IDH1KD tx	GLP-1R agonist	SW480 rereplic
CC(C)CCN1C(=O)CSCC1(C)C(=O)NCc1ccccc1 (stereo not drawn)	5%	7%	-9	-5	-1	-22%	22%	/	/
COc1ccccc1N1CC(C(=O)Nc2cccc(C(=O)O)c2)CC1=O (stereo not drawn)	4%	-14%	9	2	-25	?	1%	1%	-18%
CSc1n[nH]c(-c2sccc2OCc2ccc(C)cc2)n1	-2%	-8%	-12	11	3	16µM*	7%	-6%	-5%
O=C(NC(=S)N(CCO)Cc1ccccc1)c1ccc(F)cc1Cl	5%	24%	-2	3	-2	0%	16%	5%	4%
CN1CCN(c2ccc(NC(=O)c3cc(Cl)c4c(c3)OCCO4)cc2)CC1	-14%	-1%	-19	-14	-24	0%	-8%	23%	-15%
CCC1(C)Cc2c(sc3nnn(CC(=O)Nc4ccccc4)c(=O)c23)CO1 (stereo not drawn)	-9%	1%	4	-26	3	7.3µM*	-17%	5%	2%
CCCCCSc1nc2sc3c(c2c(=O)n1-c1ccccc1)CCN(C(C)=O)C3	/	?	/	1	/	?	/	3%	/
COc1ccc(-c2csc(N(CCCN(C)C)C(=O)c3ccccc3F)n2)cc1	-17%	-11%	?	-19	?	-2%	-13%	-1%	-3%
S=C(NCCCCNC(=S)NCc1ccccc1)NCc1ccccc1	-13%	?	-11	-18	-12	21%	0%	8%	-1%
Cc1ccccc1C(=O)N1CCCC(N2CCN(Cc3ccc4c(c3)OCO4)CC2)C1 (stereo not drawn)	1%	0%	6	-13	-29	-2%	5%	-5%	15%
COc1ccc(CC2(CO)COc3ccccc3C2=O)cc1 (stereo not drawn)	?	?	24	-24	-21	13µM*	?	2%	16µM*
CCc1c(C)sc(NC(=O)C2CC2)c1C(=O)OC(C)C	-8%	8%	13	3	5	12%	-8%	22%	-4%
CCN1CCN(C(CNS(=O)(=O)c2ccccc2)c2cccnc2)CC1 (stereo not drawn)	-5%	4%	0	-3	14	14%	11%	1%	-3%
Cc1ccc(CC(NC(=O)c2ccccc2)C(=O)NC(CC(C)C)C(=O)O)cc1 (stereo not drawn)	1%	6%	29	5	0	16%	19%	-2%	-3%
Cc1nn(C)c(C)c1S(=O)(=O)N(CC(=O)NCc1cccs1)c1ccc(C(C)C)cc1	2%	6%	5	-3	-3	8%	4%	7%	-1%
CCc1ccc(NC(=O)C(=O)NCCN2CCN(C(=O)c3ccco3)CC2)cc1	3%	-1%	-2	73*	25	-21%	4%	-1%	2%
Cc1ccccc1-c1nc(CS(=O)(=O)CC(=O)N2CCN(c3ccccc3)CC2)c(C)o1	/	-1%	/	6	/	?	/	-1%	/
Cc1ccc(N=Nc2c(C)[nH]n(-c3ccccc3)c2=O)cc1Br	9%	2%	36	-8	12	-4%	7%	6%	-7%
Cc1n[nH]c(=S)n(/N=C/c2cccs2)c1=O	-9%	-24%	-6	11	4	26%	1%	3%	17%
CCN(CC)S(=O)(=O)c1cc(NC(=O)C(C)N2CCN(Cc3ccc4c(c3)OCO4)CC2)ccc1C (stereo not drawn)	-4%	13µM*	-8	-11	-21	2.9µM*	-11%	2%	15µM*
CN1CCN(/C=C2\SC(=S)NC2=O)CC1	13%	11%	13	-16	-23	25%	15%	5%	-4%[9.22 µM]
O=C(Nc1sc2c(c1C(=O)NCc1cccnc1)CCCC2)c1ccco1	-23%	19%	-68*	-1	33	23µM*	-12%	19%	-8%
CCCCc1ccc(NC(=S)N2CCCC(CO)C2)cc1 (stereo not drawn)	10%	-13%	19	2	8	-22%	14%	0%	-9%
COc1cc(/C=C/c2noc(-c3ccccc3O)n2)ccc1OC(C)=O	-4%	6%	?	5	20	22%	0%	7%	5%
Oc1ccccc1CN1CCC(C(O)(c2ccccc2)c2ccccc2)CC1	4%	0%	-26	-4	0	0%	2%	0%	?

2 compounds picked at random from the list so far, as already listed:
SMILES	HT1080NT lethal	KB-3-1 cytotox	IL1B secr inh	D3 ag	D3 antag	KB-V1 MDR tox	HT1080 IDH1KD tx	GLP-1R agonist	SW480 rereplic
Cc1n[nH]c(=S)n(/N=C/c2cccs2)c1=O	-9%	-24%	-6	11	4	26%	1%	3%	17%
COc1ccc(-c2csc(N(CCCN(C)C)C(=O)c3ccccc3F)n2)cc1	-17%	-11%	?	-19	?	-2%	-13%	-1%	-3%

One compound at a time, as listed above.
Oc1ccccc1CN1CCC(C(O)(c2ccccc2)c2ccccc2)CC1 reads HT1080NT lethal = 4%; KB-3-1 cytotox = 0%; IL1B secr inh = -26; D3 ag = -4; D3 antag = 0; KB-V1 MDR tox = 0%; HT1080 IDH1KD tx = 2%; GLP-1R agonist = 0%; SW480 rereplic = ?
Cc1nn(C)c(C)c1S(=O)(=O)N(CC(=O)NCc1cccs1)c1ccc(C(C)C)cc1 reads HT1080NT lethal = 2%; KB-3-1 cytotox = 6%; IL1B secr inh = 5; D3 ag = -3; D3 antag = -3; KB-V1 MDR tox = 8%; HT1080 IDH1KD tx = 4%; GLP-1R agonist = 7%; SW480 rereplic = -1%

(cont.)
SMILES	HT1080NT lethal	KB-3-1 cytotox	IL1B secr inh	D3 ag	D3 antag	KB-V1 MDR tox	HT1080 IDH1KD tx	GLP-1R agonist	SW480 rereplic
CCCC(C(=O)NCc1ccco1)N(CC1CCCO1)C(=O)CNS(=O)(=O)c1ccc(F)cc1 (stereo not drawn)	1%	1%	1	5	-11	7%	6%	9%	-28%
CC(=O)c1sc(NC(=O)c2ccc(C)cc2)nc1C	19%	13%	-8	5	7	7%	9%	-6%	-1%
CCCC(=O)Nc1ccc(C(=O)NCC(=O)OCC)cc1	17%	-3%	-1	3	27	-12%	19%	1%	3%
CC1CC(C)(C)NC(=S)N1CC(=O)N1CCN(Cc2ccc3c(c2)OCO3)CC1 (stereo not drawn)	-8%	-10%	15	-3	0	?	-7%	0%	-9%
COc1ccc(C2C(=O)N(C3CCCCC3)CC(=O)N2C2CCCC2)cc1 (stereo not drawn)	6%	-26%	-10	-12	-18	2.6µM*	-16%	3%	9%
NC(=O)c1cccnc1Oc1ccccc1	3%	-4%	/	-13	-4	3%	2%	0%	?
O=C(OC1CCOC1=O)c1ccccc1C(=O)c1ccc(Cl)c([N+](=O)[O-])c1 (stereo not drawn)	0%[9.24 µM]	0%	-27	-11	?	-4%	?	-4%	?
COc1ccc(CNCCS(=O)(=O)NC2CCCC2)cc1	2%	3%	46	-41	-25	1%	6%	-1%	0%
N#Cc1cc(C(=O)c2ccccc2O)cn(-c2ccc(Cl)cc2)c1=O	-24%	?	-10	1	16	0%	-1%	13%	7%
COc1ccccc1C(=O)Nc1nnc(S(=O)(=O)N2CCN(c3ccc(F)cc3)CC2)s1	-5%	?	110	-2&-3	-1	?	1%	-1%	/
COc1cc(/C=N/NC(=O)c2cc(-c3ccccc3OC(C)C)nc3ccccc23)ccc1O	-20%	18µM*	3	9	38	12µM*	?	-5%	?
CC(C)c1ccc(S(=O)(=O)N2CCC(C(=O)NCC3(N(C)C)CCCCC3)CC2)cc1	2%	-4%	-12	4	4	-24%	-1%	-1%	?
C/C(=N\NC(=O)CN(c1ccccc1)S(C)(=O)=O)c1ccccc1O	?	?	112	-11	-4	0%	?	-5%	2%
O=S(=O)(Cc1cc(Cl)nc(-c2cccnc2)n1)c1ccccc1	?	-24%	-99*	0	0	19%	?	-3%	?
CCOC(=O)c1c(C)[nH]c(C(=O)OCC(=O)NCc2ccccc2)c1C	-17%	-1%	3	4	1	2%	-6%	5%	22%
CCOc1ccc(-n2c(C)nnc2SCC(=O)N(CC)CC)cc1	11%	3%	-6	3	-7	16µM*	9%	-8%	-8%
Cn1c(=O)c2[nH]c(SCc3cccnc3)nc2n(C)c1=S	8%	5%	15	7	2	23%	14%	3%	2%
COc1c(Cl)ccc(Cl)c1C(=O)OCC(=O)O	-3%	-7%	30	-1	-5	0%	5%	-5%	0%
Cc1nc(Cl)cc(N/N=C/c2ccccc2)n1	2%	-12%	5	-3	-12	-8%	8%	22%	-1%
O=C(COC(=O)C1CCC(=O)N1)Nc1cc(Cl)ccc1Cl (stereo not drawn)	16%	-4%	0	2	17	4%	12%	-2%	/
O=C(Nc1ccccc1N1CCOCC1)c1ccc2ccccc2c1	0%	-2%	23	9	2	-24%	1%	18%	26%

Structural class, the compounds so far with a furan ring, fused or not
SMILES	HT1080NT lethal	KB-3-1 cytotox	IL1B secr inh	D3 ag	D3 antag	KB-V1 MDR tox	HT1080 IDH1KD tx	GLP-1R agonist	SW480 rereplic
CCc1ccc(NC(=O)C(=O)NCCN2CCN(C(=O)c3ccco3)CC2)cc1	3%	-1%	-2	73*	25	-21%	4%	-1%	2%
O=C(Nc1sc2c(c1C(=O)NCc1cccnc1)CCCC2)c1ccco1	-23%	19%	-68*	-1	33	23µM*	-12%	19%	-8%
CCCC(C(=O)NCc1ccco1)N(CC1CCCO1)C(=O)CNS(=O)(=O)c1ccc(F)cc1 (stereo not drawn)	1%	1%	1	5	-11	7%	6%	9%	-28%

Not a hit list, and some 12% of all compounds hit somewhere here.
